Screening data from PubChem BioAssay.
Coupling enz: coupling enzyme interference in Giardia aldolase counter-screen | 290,000 compounds, 0.67% hits | activity change, negative = inhibition, % at 58.2 µM, hits read low | AID 2472 | coupling enzyme system counterscreen, AmpLite Red fluorescence; in the data active = activity change below about -30%
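Final compound at 57.5 uM, incubated 10 min at RT with coupling enzyme reagent (glyceraldehyde-3-phosphate), then 20 min with substrate and AmpLite Red detection. Fluorescence read at 525/598 nm; tests interference with the coupling assay, not aldolase inhibition.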
* marks the source's active call; other numbers are inactive results; & = joins results of further samples. % is set by controls: 0 for no effect and ±100 for the full control effect.

SMILES	Coupling enz
CC[C@H](C)[C@H](NC(=O)[C@H](Cc1ccc(O)cc1)NC(=O)[C@@H](NC(=O)[C@H](CCCNC(=N)N)NC(=O)[C@@H](N)CC(=O)O)C(C)C)C(=O)N[C@@H](Cc1cnc[nH]1)C(=O)N1CCC[C@H]1C(=O)N[C@@H](Cc1ccccc1)C(=O)N[C@@H](Cc1cnc[nH]1)C(=O)N[C@@H](CC(C)C)C(=O)N[C@@H](CC(C)C)C(=O)N[C@H](C(=O)N[C@@H](Cc1ccc(O)cc1)C(=O)N[C@@H](CO)C(=O)O)C(C)C	-5
c1ccc2c(c1)Cc1cc3cc4c(cc3nc1-2)OCO4	-10
C=C1CC2C(=O)N(Cc3cc(OC)ccc3OC)C(C(=O)OCC)C1N2C (centres undefined)	2
CCCCC/C=C\C=C\C(O)CCCCCCCC(=O)O (centres undefined)	4
Cc1cccc(C)c1Nc1oc(-c2ccccc2)nc1-c1cccc2ccccc12	0
C#CCCCO/N=C1/C[C@@H](O)[C@@H](O)[C@@H]2[C@@H]3C(=O)N(CCC(=O)OCC)C(=O)[C@H]3CC[C@H]12	2
CC(C)CN1CC[C@@]2(CCCN(S(=O)(=O)c3ccccc3)C2)C1	1
COC(=O)N1C2CC(=O)O[C@@H]3c4cc5c(cc4[C@]1(C)[C@@]3(Br)c1ccccc12)OCO5	0
CC(C)=CCC/C(C)=C/CC/C(C)=C/CSCC(=O)O	-2
COc1ccccc1CN1CC[C@@]2(CCCN(C(=O)c3cccn3C)C2)C1	4
COc1ccc(C2/C=C\CN(CC3CC3)C(Cc3ccccc3)C(=O)N2Cc2ccc(F)cc2)cc1 (centres undefined)	0
COc1ccc(-n2c(=O)c(-c3ccc(F)cc3)nc3cnc(OC)nc32)cc1	1
CS(=O)(=O)N1CCC[C@@]2(CCN(c3ccncc3)C2)C1	0
COc1ncc2nc(-c3ccccc3)c(=O)n(C3CC3)c2n1	2
COCCn1c(=O)cnc2cnc(Nc3cccc(OC)c3)nc21	1
CCOC(=O)C(=O)C1(C(=O)OCC)Oc2cc(OC)cc(OC)c2C(=O)C1c1ccccc1 (centres undefined)	1
O=C(NCCc1c[nH]c2ccccc12)[C@H]1C[C@@H]1[C@H](NP(=O)(c1ccccc1)c1ccccc1)c1ccccc1	2
COc1ccc(-n2c(=O)c(-c3ccc(F)cc3)nc3cnc(N4CCOCC4)nc32)cc1	2
CCCn1c(C)nc2c(NCCCCN(CC)CC)nc(C)nc21	1
C/C(CCN1CCCCc2nc(C)c(C)cc21)=N\OC[C@@H](C)[C@H](OCc1ccccc1)C(C)C	0
CC(C)(C)N1C(=O)[C@H]2[C@@H]3[C@H](O)C=CC(=O)[C@H]3CC[C@H]2C1=O	2
COc1ccc(CNc2nc(-c3ccc(N(C)C)cc3)nc3ccccc23)c(OC)c1	-37*
CC#CCN1c2ccccc2[C@]23C[C@@H](C(=O)OC)N(C(=O)c4cccs4)C2=NC(C(=O)OC)=C(C(=O)OC)[C@H]13	0
Cc1cccc(CNc2cc(-c3ccc(N(C)C)cc3)ncn2)c1	-1
CCNc1ncc2nc(-c3cccs3)c(=O)n(-c3ccccc3)c2n1	2
C/C=C1\COC(C(=O)NCc2ccccn2)(C(F)(F)F)C=C1C=C(C)C (centres undefined)	2
COc1ccc2c(c1)OCC(Cc1ccc(OC)c(OC)c1)C2O (centres undefined)	6&1
CNc1ncnc2c1ncn2[C@@H]1O[C@H](CO)[C@@H](O)[C@@H]1O	2
CCN(CC)CCCC(C)Nc1nc(C)cc(Nc2ccc3nc(C)cc(N)c3c2)n1 (centres undefined)	-1
CSCC[C@H](NC(=O)[C@H](CC(C)C)NC(=O)CCNC(=O)[C@@H](NC(=O)[C@H](Cc1ccccc1)NC(=O)[C@H](CO)NC(=O)[C@@H](N)CC(=O)O)C(C)C)C(N)=O	-3

5 consecutive records out of the list so far, for reference:
SMILES	Coupling enz
O=C(NCCc1c[nH]c2ccccc12)[C@H]1C[C@@H]1[C@H](NP(=O)(c1ccccc1)c1ccccc1)c1ccccc1	2
COc1ccc(-n2c(=O)c(-c3ccc(F)cc3)nc3cnc(N4CCOCC4)nc32)cc1	2
CCCn1c(C)nc2c(NCCCCN(CC)CC)nc(C)nc21	1
C/C(CCN1CCCCc2nc(C)c(C)cc21)=N\OC[C@@H](C)[C@H](OCc1ccccc1)C(C)C	0
CC(C)(C)N1C(=O)[C@H]2[C@@H]3[C@H](O)C=CC(=O)[C@H]3CC[C@H]2C1=O	2

A different layout for four compounds above.
COc1ccc(-n2c(=O)c(-c3ccc(F)cc3)nc3cnc(N4CCOCC4)nc32)cc1
  Coupling enz = 2

CCCn1c(C)nc2c(NCCCCN(CC)CC)nc(C)nc21
  Coupling enz = 1

C/C(CCN1CCCCc2nc(C)c(C)cc21)=N\OC[C@@H](C)[C@H](OCc1ccccc1)C(C)C
  Coupling enz = 0

CC(C)(C)N1C(=O)[C@H]2[C@@H]3[C@H](O)C=CC(=O)[C@H]3CC[C@H]2C1=O
  Coupling enz = 2

Following part:
SMILES	Coupling enz
Fc1ccc(Nc2ncnc3ccc(-c4ccoc4)cc23)cc1	0
CON(C)C(=O)c1nnc2c(n1)[nH]c1ccccc12	0
COc1ccc(C(=O)N2CCC[C@@]3(CCN(Cc4cc(C(F)(F)F)cc(C(F)(F)F)c4)C3)C2)cc1	2
COC(=O)Cn1c(C(=O)N(C)C)cc2c1C[C@H]1CN(C(=O)c3ccccc3)[C@@](Cc3ccc(OC)cc3)(C(=O)OC)[C@@H]21	3
CCCCCCCCCCN1CCOCCOCCN(CCCCCCCCCC)CCOCCOCC1	-2
Cc1ccccc1-c1cc(N(C)C)ncn1	1
COc1cc2c3cc1Oc1c(OC)c(OC)cc4c1[C@@H](Cc1ccc(O)c(c1)Oc1ccc(cc1)C[C@@H]3N(C)CC2)N(C)CC4	-5
C/C=C\C1=C(CO)C(=O)C2O[C@]2(CC=C(C)C)C1=O (some centres undefined)	-4
COCCNc1ncnc2ccc(-c3cccc(NS(C)(=O)=O)c3)cc12	-2
CC(C)=NO[C@@H](C)c1cc(-c2c(C)cc(C)cc2C)no1	2
COCCn1c(=O)c(-c2ccc(F)c(F)c2)nc2cncnc21	1
COc1cccc(Cn2c(=O)c(-c3cc(F)cc(F)c3)nc3cnc(N(C)C)nc32)c1	-1
COc1cc2oc(=O)c3c4c(cc5ccc(c1CCN(C)C)c2c53)OCO4	-15
O=C1[C@@H]2[C@H]3[C@H](O)[C@H](O)C/C(=N/OCc4ccccc4)[C@H]3CC[C@H]2C(=O)N1c1ccc(F)cc1F	3
O=C(O[C@@H]1Cc2c(O)cc(O)cc2OC1c1ccc(O)c(O)c1)c1cc(O)c(O)c(O)c1 (some centres undefined)	-2
CN1CCN(c2ncc3nc(-c4ccccc4)c(=O)n(C4CC4)c3n2)CC1	-4
COc1ccc(-c2nc3c(c4c2C[C@H](c2ccccc2)OC4)CN(S(=O)(=O)c2ccc(C)cc2)CC3)c(C)c1	2
CS(=O)(=O)N1CCC2(CCCN(c3ccncc3)C2)CC1	-3
CO[C@H]1COC(=O)[C@@H](C)COC(=O)[C@@H](OCc2ccccc2)/C=C\[C@@H]1C	-1
COc1ccccc1CN1CCCC2(CCN(C(=O)c3c(C)noc3C)CC2)C1	0
CN[C@@H]1[C@H](O[C@H]2[C@@H](O[C@@H]3[C@@H](O)[C@@H](O)[C@@H](N=C(N)N)[C@@H](O)[C@@H]3N=C(N)N)O[C@@H](C)[C@]2(O)CO)O[C@H](CO)[C@@H](O)[C@@H]1O	3
N#Cc1cc2[nH]c(=O)c(=O)[nH]c2cc1[N+](=O)[O-]	4&11
COCC(=O)N1CCC2(CCN(Cc3ccc(C#N)cc3)CC2)CC1	0
Cc1ccccc1-c1cncnc1N1CCNCC1	1
COc1ccc(-c2nnc3n2N=C(c2cc(OC)ccc2OC)CS3)cc1	5
O=C(O)C(S)[C@@H](S)C(=O)O (some centres undefined)	0
COc1ccc(/C=C/C(=O)c2c(OC)cc(O)cc2OC)cc1	0
O=C1NC(=O)c2cc(Nc3ccc(F)cc3)c(Nc3ccc(F)cc3)cc21	-5&0
COC(=O)[C@@]1(Cc2ccc(OC)cc2)[C@H]2c3cc(C(=O)N4CCCC4)n(Cc4ccccn4)c3C[C@H]2CN1C(=O)c1ccccc1	0
CN1CCN(c2ccnc(-c3ccc(N(C)C)cc3)n2)CC1	0
CCN(CC)/[N+]([O-])=N/Oc1cc(O/[N+]([O-])=N/N2CCCC2CO)c([N+](=O)[O-])cc1[N+](=O)[O-] (centres undefined)	0
CC(=O)OC1CC[C@@]2(C)C(CC[C@@]3(C)C2CC=C2C4CC(C)(C)CC[C@]4(C)CC[C@@]23C)C1(C)C (some centres undefined)	1
CCCCC(C)/C=C(C)/C=C(\C)C(=O)NC1=CC(O)(/C=C/C=C/C=C/C(=O)NC2=C(O)CCC2=O)C2OC2C1=O (centres undefined)	2
COc1ccc2c(c1)[C@@]1(C)CCC[C@](C)(CO)C1CC2 (some centres undefined)	-2
Cc1ccccc1OC1C=CC(C#Cc2ccc(Br)cc2)OC1CO (centres undefined)	1
N#Cc1ccc(CN2CCCC3(CCNCC3)C2)cc1	2
COc1ccc2c(=O)c(OC)c(-c3ccccc3)oc2c1	4
COC(=O)N1CCC2(CCCN(C(=O)Nc3cccc(F)c3)C2)CC1	-1
CN(C)C(=O)c1ccc(-c2ccc3ncnc(NCc4cccnc4)c3c2)cc1	2
N#Cc1cccc(NC(=O)N2CC3(CCN(C(=O)c4cccc(F)c4)CC3)C2)c1	2
CCCCCCCCCCCCCCCCOCC(CO)OC (centres undefined)	-3
CNc1nc(Cl)nc2c1ncn2CC(COC(=O)C(C)(C)C)COC(=O)C(C)(C)C	-5
CN(C)C(=O)c1ccc(-c2ccc3ncnc(N(C)C)c3c2)cc1	-2
COc1ccc(C2=Nn3c(nnc3-c3cc(OC)ccc3OC)SC2)c(OC)c1	1
CCC(=O)[C@]12O[C@@]3(C4C(=O)OCCC41)N(CC)C(C)=C(C(=O)OC)C(c1ccccc1)N3C2=O (some centres undefined)	0
CCOC(=O)N/N=C1/C[C@@H](O)[C@@H](O)[C@@H]2[C@@H]3C(=O)N(Cc4ccccc4)C(=O)[C@H]3CC[C@@H]12	3
COc1ccc(CNc2cc(-c3cccc(C#N)c3)ncn2)c(OC)c1	-1
C=CCN1c2ccccc2[C@]23C[C@@H](C(=O)OC)N(S(=O)(=O)c4ccc(C#N)cc4)C2=NC(C(=O)OC)=C(C(=O)OC)[C@H]13	0
CCC(=O)NCCCC[C@H](NC(=O)OCc1ccccc1)C(=O)Nc1ccc2c(C)cc(=O)oc2c1	-2
Cn1cccc1C(=O)N1CCC[C@@]2(CCN(c3ccncc3)C2)C1	2
N#CCCn1c(=O)c(-c2ccc(F)cc2)nc2cnc(Oc3ccccc3)nc21	5
CC1(OC(=O)c2ccc(Cl)nc2)C(=O)C=C2C=C(C3CC3)OC=C2C1=O (centres undefined)	-1
COc1ccc(CNc2ncncc2-c2ccccc2C(F)(F)F)c(OC)c1	1
C=CCCN(C(C)C(=O)OC)S(=O)(=O)c1ccccc1Br (centres undefined)	2
COCCn1c(=O)c(CCc2ccccc2)nc2cnc(Nc3cccc(OC)c3)nc21	3
CN(C)C(=O)c1ccc(-c2nc(NC3CCNCC3)c3ccccc3n2)cc1	-3
O=C1CC(c2ccc(O[C@@H]3OC(CO)[C@@H](O)C(O)C3O)cc2)Oc2cc(O)ccc21 (some centres undefined)	3
COc1ccc2[nH]cc(CCNc3ccnc(-c4c(C)noc4C)n3)c2c1	-3
CC(=O)N(OCc1ccccc1)[C@@H]1c2cc(C#N)ccc2OC(C)(C)[C@H]1O	-1
CN(C)/N=N\c1nc[nH]c1C(N)=O	1

(more compounds)
SMILES	Coupling enz
CC(C)C[C@@H](CC(=O)N[C@H](CC(=O)N[C@@H]1CCCC[C@H]1C(=O)N[C@H](CC(=O)N[C@@H](CCC(=O)O)CC(=O)O)Cc1ccccc1)C(C)C)NC(=O)[C@@H]1CCCC[C@H]1N	-1
CCCCCN(CCCCC)C(=O)[C@H](CCC(=O)O)NC(=O)[C@H](Cc1ccc(OP(=O)(O)O)cc1)NC(C)=O	-11
CSCC[C@H](NC(=O)[C@H](Cc1ccccc1)NC(=O)[C@H](Cc1cnc[nH]1)NC(=O)CNC(=O)[C@@H](NC(=O)[C@H](C)NC(=O)[C@H](Cc1c[nH]c2ccccc12)NC(=O)[C@H](CCC(N)=O)NC(=O)[C@@H]1CCCN1C(=O)[C@@H](NC(=O)[C@@H]1CCC(=O)N1)C(C)C)C(C)C)C(N)=O	2
O=C(Nc1ccccc1)N1CC[C@@]2(CCCN(C(=O)c3csnn3)C2)C1	3
COC(=O)N1[C@H](C)C=C[C@]1(Cc1ccccc1)C(=O)NCc1ccc(N(C)C)cc1	-2
Nc1nc2c(ncn2C2CC(O)C(CO)O2)c(=O)[nH]1 (centres undefined)	-1
COc1cc2cc3c4cc(OC)c(OC)cc4cc[n+]3c(C)c2cc1OC	-6&0
CCN1C(=O)[C@H]2[C@H]3[C@H](O)[C@H](O)C/C(=N/OC[C@@H](O)COCc4ccco4)[C@H]3CC[C@@H]2C1=O	0
Cc1cccc(CNc2nc(-c3cccnc3)nc3ccccc23)c1	0
COc1ccccc1-c1cc(NCc2cccs2)ncn1	0
COc1ccc2[nH]cc(CCNc3ccnc(-c4cccnc4)n3)c2c1	-1
O=C(c1cccc(F)c1)N1CCC2(CCCN(Cc3nccs3)C2)CC1	2
FC(F)(F)c1cc(NC(=S)NC(c2ccccc2)c2ccccc2)cc(C(F)(F)F)c1	0
COC(=O)[C@@H]1C[C@H]1[C@@H](NC(=O)c1cnccn1)c1ccccc1	2
NCCNS(=O)(=O)c1ccc(Cl)c2ccncc12	-1

An excerpt, so the mix of outcomes need not match the whole.
